# Compound activity as filed in PubChem BioAssay.
# CCR6 antag = antagonists of human CCR6 receptor | P51684 | CHO-K1 CCR6 PathHunter beta-arrestin, luminescence, CCL20-stimulated | inhibition, % at 20 µM | actives 0.49% (n = 340,000) | AID 493098;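 active = compounds whose inhibition of the agonist-driven luminescence signal at 20 µM reaches about 50%, limit read from the data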;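 note: cells stimulated with CCL20 at 14 nM final; plate controls were DMSO with CCL20 for no effect and DMSO without agonist for full effect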
# Target sequence (P51684 whole entry, looked up): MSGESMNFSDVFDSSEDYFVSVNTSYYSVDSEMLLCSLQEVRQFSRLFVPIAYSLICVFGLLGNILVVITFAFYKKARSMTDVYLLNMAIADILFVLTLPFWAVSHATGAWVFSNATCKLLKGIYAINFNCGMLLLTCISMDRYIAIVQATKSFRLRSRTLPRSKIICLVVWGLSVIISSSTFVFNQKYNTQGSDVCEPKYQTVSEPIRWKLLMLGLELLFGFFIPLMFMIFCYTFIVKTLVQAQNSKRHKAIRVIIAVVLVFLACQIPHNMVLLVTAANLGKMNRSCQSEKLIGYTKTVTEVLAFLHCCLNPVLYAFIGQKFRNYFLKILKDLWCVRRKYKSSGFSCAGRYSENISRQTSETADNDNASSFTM
# APOBEC3A inh = human APOBEC3A DNA deaminase inhibition; P31941; recombinant A3A, FAM/TAMRA ssDNA deamination fluorescence; inhibition, % at 20 µM; actives 0.41% (n = 330,000);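 active = at least 40% inhibition at 20 µM here, with at most 30% in a related deaminase screen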;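 note: plate controls were A3A with DMSO for no effect and wells lacking A3A enzyme for full effect; some results filed as inactive read as strong as hits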
# Target sequence (P31941 whole entry, looked up): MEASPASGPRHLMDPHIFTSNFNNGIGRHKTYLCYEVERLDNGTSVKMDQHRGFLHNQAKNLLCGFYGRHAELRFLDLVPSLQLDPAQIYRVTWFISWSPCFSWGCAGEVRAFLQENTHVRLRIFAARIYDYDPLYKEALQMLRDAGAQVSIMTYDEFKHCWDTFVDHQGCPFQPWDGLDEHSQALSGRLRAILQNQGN
# GRIN3A LBD mod = NR3A (human) ligand-binding domain modulation; NR3A LBD differential scanning fluorimetry, Tm shift; 0% = protein alone, 100% = glycine-bound protein; Tm shift relative to glycine control, % at 25 µM; actives 2.5% (n = 340,000);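 active = melting temperature shift of at least 10% of the positive control shift, at one fixed dose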
# EBI2 antag = EBI2 (human) antagonism; P32249; EBI2 beta-arrestin recruitment, luminescence, 7a,25-OHC stimulated; inhibition, % at 5 µM; actives 0.81% (n = 360,000); in the data active = inhibition above about 38%;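 note: enzyme fragment complementation signal reports receptor beta-arrestin coupling in cells; 0% = agonist plus DMSO wells and 100% = wells without agonist; some results beyond the cut were filed as inactive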
# Gli-Sufu block = blocks Gli-Sufu signaling in a luciferase reporter; Sufu-KO-LIGHT fibroblasts, Gli luciferase reporter luminescence; inhibition, % at 5 µM; actives 0.74% (n = 340,000); AID 588413;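 active = inhibition above about 55%, limit read from the data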;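 note: 0% = DMSO-treated cells and 100% = wells with medium but no cells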
# CXCR6 inh = inhibitors of human CXCR6 receptor | CHO-K1 PathHunter CXCR6 beta-arrestin, luminescence | actives 0.36% (n = 360,000) | AID 602244 | inhibition, % at 20 µM; in the data active = inhibition above about 34%, passing the limit was not always enough;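 note: antagonist mode with CXCL16 agonist at 10 nM final; 0% = 10 nM CXCL16 with DMSO and 100% = unstimulated wells without agonist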
# Target sequence (O00574 whole entry, looked up): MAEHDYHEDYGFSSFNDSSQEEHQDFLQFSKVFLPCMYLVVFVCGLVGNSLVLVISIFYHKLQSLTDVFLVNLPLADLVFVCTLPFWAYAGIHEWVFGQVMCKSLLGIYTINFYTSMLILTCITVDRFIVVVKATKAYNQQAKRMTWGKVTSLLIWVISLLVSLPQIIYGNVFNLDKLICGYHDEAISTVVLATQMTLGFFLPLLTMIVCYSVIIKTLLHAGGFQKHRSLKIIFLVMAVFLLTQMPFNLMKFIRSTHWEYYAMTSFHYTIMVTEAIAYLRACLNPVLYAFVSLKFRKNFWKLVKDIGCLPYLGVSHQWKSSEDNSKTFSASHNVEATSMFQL
# MPTP inh = permeability transition pore inhibition; actives 1.4% (n = 360,000); inhibition, % at 10 µM; isolated mouse mitochondria, Ca2+ swelling absorbance, 30 min;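 active = inhibition of 50% or more, scaled per plate between neutral and stimulator controls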;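 note: 0% = DMSO wells given calcium and 100% = 1 mM EGTA wells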
# A3G deaminase = APOBEC3G (human) deaminase inhibition. Q9HC16. recombinant A3G, ssDNA deamination FAM/TAMRA fluorescence. inhibition, % at 20 µM. actives 0.28% (n = 330,000). AID 493012;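 active = inhibition of at least 40% at 20 µM, with no more than 30% in the related APOBEC3A deaminase screen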;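 note: plate controls were DMSO wells with A3G for no effect and wells lacking A3G enzyme for full effect; some compounds called inactive have numbers as strong as hits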
# An asterisk follows results filed as active; nt = no result given.
SMILES,CCR6 antag,APOBEC3A inh,GRIN3A LBD mod,EBI2 antag,Gli-Sufu block,CXCR6 inh,MPTP inh,A3G deaminase
O=C(COC(=O)/C=C/c1cn(-c2ccccc2)nc1-c1ccc2c(c1)OCCO2)NC1CCS(=O)(=O)C1 (centres undefined),5,-3,-6,7,2,2,5.7,0
CCC(=O)N(CC)c1nc(-c2ccc(OC)cc2)cs1,0,2,-2,23,-78,-3,0.1,-4
COc1ccc(S(=O)(=O)N2CCCCC2)cc1,-5,-2,0,-16,3,-1,4.3,-2
CC1CCN(S(=O)(=O)N2CCC(C(=O)NCCN3CCOCC3)CC2)CC1,-13,5,0,-7,11,-2,0.8,4
COc1ccccc1CC(=O)NC1CC1,-11,-4,0,-10,nt,-8,0.9,-7
CN(C)C=Nc1ccc(Cl)c(Cl)c1,4,-4,1,-14,5,-6,-0.3,-6
COCCOC(=O)C1=C(C)NC(=O)N(C(C)=O)C1c1ccc(Cl)cc1 (centres undefined),-6,2,nt,-1,6,-2,-0.5,-4
Cc1ccc2occ(/C=C/C(=O)O)c(=O)c2c1,-8,-4,-2,-2,-2,3,-0.1,-5
COc1ccc(C(=O)Nc2ccccc2C(=O)NC(Cc2ccc(O)cc2)C(=O)NNC(=O)c2ccc(C)cc2)cc1 (centres undefined),15,-5,1,9,35,3,0.3,0
O=C(NC1CCN(C(=O)Nc2ccc(F)cc2)CC1)c1ccc(F)cc1,7,-7,1,-1,26,10,-1.8,-11
CC(=O)N1N=C(c2ccccc2)CC1c1cccs1 (centres undefined),12,0,-4,2,5,8,-1.5,-8
O=C(O)C1=C(C(=O)Nc2ccc(F)c(Cl)c2)CCCC1,10,2,0,6,-14,4,-2.0,3
CCN(c1ccccc1)S(=O)(=O)c1ccc(N)c(OC)c1,4,-4,-1,-8,13,8,0.3,-5
CN(C)c1cccc(NC(=O)CCc2ccccc2)c1,-4,-4,-1,-3,-8,6,-1.3,0
O=C(NCCNC(=O)c1ccc(-c2ccc(Cl)c(Cl)c2)o1)c1cnccn1,-32,-7,-2,0,-15,-8,-0.5,-9
OC(CNCc1ccc(Cl)c(Cl)c1)c1ccccc1 (centres undefined),7,1,2,-5,-6,-12,3.2,-4
CCN(C(=O)COC(=O)CCCN1C(=O)c2cccc3cccc(c23)C1=O)C1CCS(=O)(=O)C1 (centres undefined),3,-3,2,-13,0,3,0.6,-11
COc1nc(OC)nc(Oc2ccc(Cl)cc2[N+](=O)[O-])n1,-3,5,-1,-5,30,-11,-0.9,-2
COc1cccc(OCc2cc(C(=O)N(C)Cc3nc4ccccc4[nH]3)no2)c1,21,0,0,7,5,-6,-1.6,2
COC(=O)[C@H](Cc1ccccc1)NC(=O)Nc1ccc(S(N)(=O)=O)cc1,7,-1,-3,-2,0,-4,-1.2,-3
COc1ccc(-n2nc(C(=O)NCC(=O)N3CCOCC3)c3ccccc3c2=O)c(OC)c1,4,0,-2,-1,26,-1,0.6,-3
CCOC(=O)CCCNC(=O)COC(=O)c1cccc(C)c1O,-15,-7,-2,-1,0,3,-4.1,-7
Cc1oc(-c2ccccc2Cl)nc1CN(C)C(C)c1ccon1 (centres undefined),0,-1,-3,-3,-31,4,2.8,-6
CCOC(=O)c1c(CSc2ccc(CC)cc2)oc2ccc(O)c(CN(C)C)c12,5,-2,-2,-10,46,1,6.9,-8
COc1ccc(NC(=O)C2CC(=O)N(c3cc(C)ccc3C)C2)cc1 (centres undefined),2,2,-2,1,4,-3,-1.3,1
COc1ccc(/C=C2\SC(=O)N(CC(=O)NCCC(C)C)C2=O)cc1OC,10,-4,3,6,0,1,2.5,-12
COc1ccc(/C=C2\Sc3ccc(C(=O)N4CCCC4)cc3N(C)C2=O)cc1OC,7,-3,-2,-5,4,-6,-0.2,-6
CC(C)CNS(=O)(=O)c1ccc(CCC(=O)N2CCC(C(N)=O)CC2)cc1,1,0,2,-2,-1,2,0.2,-2
COCCCn1c(C)cc(C(=O)COC(=O)C23CC4CC(CC(O)(C4)C2)C3)c1C,2,-6,2,3,7,-2,-1.5,-11
C[C@H](CO)NC(=O)[C@H](C)[C@@H]1C[C@@]1(C)[C@@H](NC(=O)OCc1ccccc1)c1ccccc1,-6,2,0,-10,-2,-3,-0.2,5
Cc1cc(C(=O)N2CCCC(C(=O)c3ccc(Cl)cc3C)C2)no1 (centres undefined),14,2,0,3,4,-10,1.5,-5
Cc1ccc(C(=O)NNC(=O)C(C)Oc2ccc3ccccc3c2)o1 (centres undefined),2,5,1,12,-16,4,-0.8,-5
Cc1nc2c(C(=O)NCc3ccc(F)cc3)c[nH]n2c(=O)c1Cl,-9,1,-9,3,-2,0,-1.8,-3
Cc1ccccc1NC(=O)C1Cc2ccccc2CN1C(=O)c1ccco1 (centres undefined),13,-1,-1,1,-58,5,2.6,-6
Cc1nn(CCOc2ccccc2)c(=O)n1-c1ccccc1F,3,1,0,0,-66,7,-0.5,-3
CCC(CO)NC(=O)c1ccccc1C(F)(F)F (centres undefined),-8,-1,1,-1,5,-12,0.4,-5
CCCNC(=O)CN1C(=O)NC(CCc2ccccc2)C1=O (centres undefined),10,5,1,-11,0,2,-0.8,-4
COc1ccc(-n2nc3cc(C)c(NC(C)=O)cc3n2)cc1,12,0,0,3,-29,-5,-0.4,-3
COc1ccc(S(=O)(=O)NCC(c2ccco2)N2CCOCC2)cc1 (centres undefined),10,0,0,-8,-1,4,-1.5,-2
CC(C)(C)CC(=O)O/N=C(\N)c1ccncc1,30,-2,-2,-3,-2,-5,1.2,-4
COc1ccc(CNC(=O)COC(=O)c2nc3nc(C)cc(C)n3n2)cc1,6,2,0,0,-5,-4,-1.5,-1
Cc1c(C(=O)N2CCOCC2)c(S(=O)(=O)Nc2ccccc2)c(C)n1C,7,-6,3,-13,-11,-1,0.3,-1
Cn1c(=O)n(C)c2cc([N+](=O)[O-])c(N3CCN(C(=O)c4cccc(Cl)c4)CC3)cc21,65*,-2,0,27,26,52*,3.1,-3
Cc1cc(C)c2[nH]c(C(=O)Nc3ccc(F)cc3Br)cc2c1,8,1,-1,1,-60,-1,-0.3,-1
O=C(COc1ccc(Cl)cc1)N1CCN(C(=O)c2cccc(F)c2)CC1,-7,2,0,86*,5,4,0.2,1
N#C/C(=C\c1ccccc1)C(=O)NCc1ccc(F)cc1,22,-5,3,17,7,-10,0.2,-6
Cc1c(C(=O)N2CCOCC2)c(S(=O)(=O)Nc2ccc(C(C)C)cc2)c(C)n1C,2,-3,-1,-4,25,8,-2.4,-5
CCn1c(SCC(=O)Nc2nnc(C)s2)nc2c(c1=O)SC(C)C2 (centres undefined),2,-7,-4,-6,2,3,0.3,-11
COc1cc(/C=N/NC(=O)C(=O)NCc2ccco2)cc(Cl)c1O,-4,11,0,-11,3,-2,1.5,0
Cc1cc(CNC(=O)c2ccc3c(c2)OCO3)c2ccccc2n1,-2,-1,1,-10,49,-8,3.3,-4
CCn1nc(NC(C)=O)c2cc3cccc(C)c3nc21,-1,76*,0,0,0,1,1.1,14
Cc1csc(CN(C)C(=O)C2CCC(=O)N(CCN(C)C)C2)n1 (centres undefined),-2,3,1,0,-9,2,-1.6,5
O=C(COC(=O)c1ccccn1)Nc1cccnc1Cl,5,0,0,-9,-9,4,-0.1,-8
COC(=O)c1[nH]c2ccc(C)cc2c1NC(=O)CN1CCN(c2ccccc2)CC1,6,-1,-5,6,21,-8,0.5,-5
Nc1ccc(C(=O)NC2CCSc3ccccc32)cc1[N+](=O)[O-] (centres undefined),7,-1,-5,7,-11,-9,-0.7,-6
COc1cc(S(=O)(=O)Nc2ccncc2)ccc1F,-12,4,-2,6,4,1,-0.4,-1
O=C(CCC1N=C2c3ccccc3N=C(SCC(=O)NCc3ccco3)N2C1=O)NCc1ccco1 (centres undefined),5,15,-4,2,-27,5,1.4,5
CCCCN=Cc1sc2ccc(OCC)cc2c1O,11,-3,2,0,-44,1,0.5,-5
C=CCSc1nc(O)c(C2OC(=O)c3c2ccc(OC)c3OC)c(=O)n1-c1ccccc1 (centres undefined),4,1,0,0,-21,-6,-0.3,-4
COc1ccccc1CNC(=O)C1CCN(S(=O)(=O)c2ccc(N3CCCC3=O)cc2)CC1,4,-1,1,-5,1,-11,-1.7,-5

# Complete entries, quoted from the list:
# CCOC(=O)c1c(CSc2ccc(CC)cc2)oc2ccc(O)c(CN(C)C)c12 reads CCR6 antag = 5; APOBEC3A inh = -2; GRIN3A LBD mod = -2; EBI2 antag = -10; Gli-Sufu block = 46; CXCR6 inh = 1; MPTP inh = 6.9; A3G deaminase = -8
# CCCCN=Cc1sc2ccc(OCC)cc2c1O reads CCR6 antag = 11; APOBEC3A inh = -3; GRIN3A LBD mod = 2; EBI2 antag = 0; Gli-Sufu block = -44; CXCR6 inh = 1; MPTP inh = 0.5; A3G deaminase = -5

# The listing picks up, starting 4 compounds before the break.
SMILES,CCR6 antag,APOBEC3A inh,GRIN3A LBD mod,EBI2 antag,Gli-Sufu block,CXCR6 inh,MPTP inh,A3G deaminase
O=C(CCC1N=C2c3ccccc3N=C(SCC(=O)NCc3ccco3)N2C1=O)NCc1ccco1 (centres undefined),5,15,-4,2,-27,5,1.4,5
CCCCN=Cc1sc2ccc(OCC)cc2c1O,11,-3,2,0,-44,1,0.5,-5
C=CCSc1nc(O)c(C2OC(=O)c3c2ccc(OC)c3OC)c(=O)n1-c1ccccc1 (centres undefined),4,1,0,0,-21,-6,-0.3,-4
COc1ccccc1CNC(=O)C1CCN(S(=O)(=O)c2ccc(N3CCCC3=O)cc2)CC1,4,-1,1,-5,1,-11,-1.7,-5
O=C(NC1CCCC1)c1cc(S(=O)(=O)N2CCCC2)ccc1Cl,10,0,0,2,0,-9,-0.4,-9
O=C(Nc1nnc(C2CC2)s1)C1Cc2ccccc2CN1C(=O)c1ccco1 (centres undefined),8,9,0,6,0,-1,-0.4,4
COc1ccc(NC(=O)CN2CCN(CC(=O)Nc3ccc(OC)cc3)CC2)cc1,6,-1,-1,8,-3,11,-0.3,12
CC(C)(C)NC(=O)c1cc(NC(=O)c2ccco2)cc(NC(=O)c2ccco2)c1,-3,3,1,6,-15,-14,-1.6,-1
COC(=O)COc1cccc2c(=O)n(CC(=O)NCc3ccccc3)ccc12,5,-2,0,-9,-19,-10,0.6,-5
Cc1cccc(C)c1OCCCN1CCOCC1,7,-2,0,-5,15,-3,0.0,-5
C=CCSc1ncc(C#N)c(N)n1,4,-3,0,-2,-1,9,1.2,-3
O=C(O)CCN1C(=O)c2ccc(NC(=O)c3ccco3)cc2C1=O,1,-3,-2,5,-1,-5,0.3,-7
CCc1nc(Nc2ccc(NC(C)=O)cc2)c2oc3ccccc3c2n1,-1,1,10*,3,-1,-11,0.0,0
S=c1[nH]c2ccccc2n1CCOc1ccccc1,-2,-7,-1,10,-12,4,-1.0,10
Cc1cccc(C(C(=O)NC2CCCC2)N(C(=O)c2csnn2)C2CCCC2)c1 (centres undefined),7,0,0,-12,2,6,-1.8,-4
Cc1cc(Cl)ccc1N(CC(=O)N=Nc1c(O)[nH]c2ccccc12)S(C)(=O)=O,9,3,0,14,6,-8,-0.7,5
COc1cc(C)c(/C=C(\C#N)C(=O)Nc2cccc(C)c2)cc1C(C)C,12,-8,-10,21,4,-7,5.5,-7
COc1ccc2[nH]c3c(c2c1)CCN1C(=O)C(CC(=O)NCCc2ccccn2)C[C@H](C(=O)N2CCOCC2)[C@@]31C (some centres undefined),12,1,-1,-8,3,-1,-0.7,3
N#Cc1ccc(CN2CCN(C(=O)CNC(=O)Cc3cccc4ccccc34)CC2)cc1,10,-3,-1,-4,15,-6,7.6,-10
CCOc1ccccc1NC(=O)N1CCCC1C(=O)Nc1nnc(CC)s1 (centres undefined),0,-3,0,-3,-6,2,-2.3,-6
COCCN(C(=S)Nc1cccc(Cl)c1C)C(C)c1ccco1 (centres undefined),26,3,3,-5,-7,3,1.1,-3
Cc1cc(N2CCN(c3ccccc3F)CC2)nc2cc(O)ccc12,11,3,-4,16,23,-2,1.4,1
